Source: PubChem BioAssay
BLM inh: qHTS Assay for Inhibitors of Bloom's syndrome helicase (BLM); recombinant BLM DNA unwinding, fluorescence dequenching; Potency, µM (doses to about 56.1 µM), for inactives: at the highest dose activity change, negative = inhibition, actives largely listed as inhibitors; 0.2% of 350,000 active; RecQ-like DNA helicase BLM (Homo sapiens), P54132;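 further: potency means the concentration at half of the fitted maximal effect; plate controls were vehicle for no effect and no enzyme for full effect; nearly all actives have a fitted effect of over 35% in size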
POLB inh: qHTS Assay for Inhibitors of DNA Polymerase Beta; Potency, µM (series often up to 114 µM), inactives show at the highest dose activity change, negative = inhibition, hits mostly inhibitors; P06746; Pol beta primer extension/strand displacement, fluorescence kinetic; 1.3% of 340,000 active; further: potency means the concentration at half of the fitted maximal effect; on the % scale 0 is the no-effect control and ±100 the full control effect
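Pol beta (10 nM) and compounds were preincubated 15 min at room temperature, then 50 nM substrate (final) started primer extension/strand displacement. Reads were taken at 0 and 10 min; concentration-response data were fitted to a four-parameter Hill equation.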
APEX1 inh: qHTS Assay for Inhibitors of the Human Apurinic/apyrimidinic Endonuclease 1 (APE1); DNA repair nuclease/redox regulator APEX1 (Homo sapiens), P27695; AID 2517, 2012; Potency, µM (doses to about 65.8 µM), inactives show at the highest dose activity change, negative = inhibition, usual class: inhibitors; 0.35% of 350,000 active; recombinant APE1, TAMRA/BHQ-2 abasic DNA cleavage fluorescence;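 further: potency means the concentration at half of the fitted maximal effect; plate controls were vehicle for no effect and reference inhibitor for full effect; nearly all actives have a fitted effect of over 55% in size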
Target sequence (P27695 whole entry, looked up): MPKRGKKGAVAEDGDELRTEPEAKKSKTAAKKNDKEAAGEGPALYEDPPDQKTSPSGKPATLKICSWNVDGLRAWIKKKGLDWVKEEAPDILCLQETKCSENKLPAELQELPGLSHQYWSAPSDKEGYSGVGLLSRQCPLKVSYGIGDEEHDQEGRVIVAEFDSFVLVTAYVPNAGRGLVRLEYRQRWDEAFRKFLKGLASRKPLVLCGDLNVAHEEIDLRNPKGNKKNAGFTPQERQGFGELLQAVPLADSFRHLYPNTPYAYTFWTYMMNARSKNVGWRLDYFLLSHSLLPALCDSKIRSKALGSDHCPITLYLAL
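Quantitative HTS: incision of a TAMRA/BHQ-2 double-stranded substrate bearing a tetrahydrofuran abasic site by 0.75 nM APE1 raises fluorescence. Substrate 50 nM final, added after 15 min compound preincubation at room temperature; progress as third-minus-first kinetic read difference.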
Pol eta inh: qHTS for Inhibitors of Polymerase Eta. DNA polymerase eta (Homo sapiens), Q9Y253. recombinant Pol eta, fluorescent DNA replication assay. Potency, µM (series often up to 114 µM), for the others: at the top dose activity change, negative = inhibition, usual class: inhibitors. 1.2% of 390,000 active; further: potency means the concentration at half of the fitted maximal effect; on the % scale 0 is the no-effect control and ±100 the full control effect
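Fluorescent replication assay: 50 nM final substrate added after a 15 min room-temperature compound preincubation with 10 nM enzyme. Signal taken at 0 min and again at 10 min.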
PGK inhibitor: qHTS Assay to Find Inhibitors of Phosphoglycerate Kinase; PGK/GAPDH coupled, Kinase-Glo luminescence, 60 min; Potency, µM (top dose mostly 57.5 µM), for inactives: top-dose activity change, negative = inhibition, most hits filed as inhibitors; 0.043% of 380,000 active; further: potency means the concentration at half of the fitted maximal effect; on the % scale 0 is the no-effect control and ±100 the full control effect; nearly all actives have a fitted effect of over 60% in size
Target sequence (P07378 whole entry, looked up): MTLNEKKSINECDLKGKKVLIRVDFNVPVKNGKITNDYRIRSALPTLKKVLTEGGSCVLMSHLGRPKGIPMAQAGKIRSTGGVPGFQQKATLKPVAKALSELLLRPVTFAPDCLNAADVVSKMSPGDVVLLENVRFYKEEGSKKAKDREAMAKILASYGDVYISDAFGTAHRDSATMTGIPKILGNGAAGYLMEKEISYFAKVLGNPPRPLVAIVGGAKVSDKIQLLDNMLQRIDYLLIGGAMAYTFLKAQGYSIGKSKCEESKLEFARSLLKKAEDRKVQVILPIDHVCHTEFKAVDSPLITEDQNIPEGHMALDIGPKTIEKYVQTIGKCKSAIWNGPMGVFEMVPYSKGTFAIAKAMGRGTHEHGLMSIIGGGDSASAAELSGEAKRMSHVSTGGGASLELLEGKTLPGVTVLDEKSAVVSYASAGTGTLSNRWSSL
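Recombinant glycosomal PGK reaction used 1,3-bisphosphoglycerate generated in-well by GAPDH (100nM final) in 100mM TEA pH 7.6, 5mM MgCl2, 0.01% Tween-20. After 60 minutes at room temperature, ATP was read by Kinase-Glo Plus luminescence end-point.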
RXFP1 antag: qHTS Assay for Antagonists of the Relaxin Receptor RXFP1. activity change, negative = inhibition, % at 57.5 µM. 0.59% of 350,000 active. HEK293-RXFP1, relaxin-stimulated cAMP HTRF, 30 min; stronger effect = lower value. AID 1259400, 2018;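 active means activity change of -60% or lower, but not beyond a set lower limit; inconclusive means change between -60% and -40%, or beyond the set limit; inactive means change above -40%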; further: on the % scale 0 is the no-effect control and ±100 the full control effect
Anesthetic bind: qHTS Assay for Identification of Novel General Anesthetics; apoferritin/1-aminoanthracene competitive binding, fluorescence; Potency, µM (series often up to 77.5 µM), without a hit: at the top dose activity change, negative = displacement, hits mostly inhibitors; 0.074% of 350,000 active; AID 485281, 2010; further: potency means the concentration at half of the fitted maximal effect; on the % scale 0 is the no-effect control and ±100 the full control effect; nearly all actives have a fitted effect of over 20% in size
Target sequence (P02791 2-175 limits assumed): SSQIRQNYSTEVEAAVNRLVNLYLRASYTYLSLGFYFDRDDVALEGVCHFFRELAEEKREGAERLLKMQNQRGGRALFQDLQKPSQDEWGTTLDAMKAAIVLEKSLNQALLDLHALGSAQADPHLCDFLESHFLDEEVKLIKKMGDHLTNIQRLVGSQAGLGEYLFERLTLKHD
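Steps: apoferritin (10 uM) was premixed with half-saturated 1-AMA in PBS, compounds were pin-transferred, plates stood 10 min at room temperature, fluorescence was read at 380/535 nm, and curves were fitted with a Hill equation.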
Pol kappa inh: qHTS for Inhibitors of Polymerase Kappa; purified Pol kappa, fluorescent DNA synthesis assay, 10 min; Potency, µM (series often up to 107 µM), inactives show at the top dose activity, negative = inhibition, hits mostly inhibitors; 0.53% of 400,000 active; further: potency means the concentration at half of the fitted maximal effect; on the % scale 0 is the no-effect control and ±100 the full control effect
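Fluorescent qHTS in 1536-well format: enzyme (10 nM) and compound sat 15 min at room temperature before 50 nM substrate (final) was added. Signal taken at 0 and 10 min; no-enzyme buffer wells were negative controls.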
Pol iota inh: qHTS for Inhibitors of Polymerase Iota | DNA polymerase iota (Homo sapiens), Q9UNA4 | Pol iota fluorescent replication assay, 10 min | Potency, µM (titrated, usually from 115 µM), for the others: at the highest dose activity, negative = inhibition, hits mostly inhibitors | 1% of 390,000 active | AID 588590, 2011; further: potency means the concentration at half of the fitted maximal effect
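Fluorescent replication assay read twice, at 0 min and 10 min after adding 50 nM (final) substrate. Enzyme (10 nM) and compounds were first incubated 15 min at room temperature; enzyme-free buffer wells were negative controls.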
The depositor's hits bear a star; i = inactive; ? = inconclusive; . = no result given; & = joins results of further samples; [ ] = another dose, or the depositor's remark. Unless noted, the call rests on the fitted dose curve; in most records, active means well fitted curve in the direction sought with a large enough effect; inconclusive means small, poorly fitted or top-dose-only effect, or another doubt; inactive means no such curve, though single readings can be large; an effect the other way counts as inactive or inconclusive. An excerpt; count on the stated rates, not on these rows.

RXFP1 antag	PGK inhibitor	APEX1 inh	Pol eta inh	POLB inh	Anesthetic bind	Pol iota inh	BLM inh	Pol kappa inh	Structure
-8	-7%	.	-14%	28%	-21%	27%	-4%	-2%	COc1ccc(OC)c(NC(=O)C2CCCN(S(=O)(=O)c3ccc4[nH]c(=O)ccc4c3)C2)c1 (stereo not drawn)
-6	2%	4%	3%	-19%	1%	14%	3%	-12%	O=[N+]([O-])c1c(Nc2ccccc2)ccc2nonc12
4	2%	-3%	-11%	6%	?	5%	2%	-4%	O=C(/C=C/c1ccccc1)N/C(=C/c1ccccc1)C(=O)N1CCCCC1
-4	-2%	-4%	-13%	-23%	?	6%	-1%	-4%	Cc1ccsc1/C=C1\SC(N)=NC1=O
1	-5%	12%	-15%	14%	-3%	70%[activator]	-1%	-9%	CN1C(=O)CSc2ccc(NC(=O)N3CCN(c4ccccc4)CC3)cc21
0&-8	1%&-3%	64%[activator]	5%&-10%	-1%&-3%	-9%&42%	?	2%&-5%	-5%&14%	CCOC(=O)C1CCN(S(=O)(=O)c2ccc3c(c2)NC(=O)C(C)C(=O)N3)CC1 (stereo not drawn)
.	.	-3%	.	.	-2%	?	-6%	?	COC(=O)C1=C[C@@H](C(=O)OC)C2C3=C(C(=O)[C@@]2(C)NC(=O)c2ccccc2)[C@H](C)[C@@H]2C(=O)NC(=O)[C@@H]2[C@@H]3C1 (stereo partly drawn)
6	2%	-5%	-3%	0%	-8%	-3%	0%	-5%	CCn1cc(C(=O)OCC(=O)Nc2ccc(C(C)C)cc2)c(=O)c2ccc(C)nc21
.	-5%	18%	-1%	.	.	2%	.	-1%	CCC(C)CCN1C(N(C)C)=NC[C@@H]1C (stereo partly drawn)
6	.	0%	15%	-8%	-5%	-13%	2%	-10%	Oc1ccc(/C=N/NC2=NCCCCC2)cc1
-7	1%	-6%	11%	1%	-5%	37%[activator]	-3%	0%	O=C1COc2ccc(-c3n[nH]c(=O)c4ccccc34)cc2N1
-3	1%	-4%	5%	1%	0%	18%	-2%	-11%	O=C(CO/N=C/c1c(Cl)cccc1Cl)NNC(=O)c1ccc(Cl)cc1
2	1%	2%	1%	-13%	-3%	9%	-1%	-2%	Cc1cc(NC(=O)C(C)(C)C)no1
-6	1%	-2%	-23%	53%	-5%	39%[activator]	4%	2%	C=CCn1c(=O)c2ccccc2n2c(SCC(C)=O)nnc12
4	-1%	0%	-2%	-23%	3%	8%	3%	-18%	O=C(c1ccc(Br)o1)N1CCN(c2ccccc2F)CC1
3	-8%	17%	56µM*	6%	-7%	-17%	-18%	0%	Cc1ccc(N(Cc2cc(=O)[nH]c3ccccc23)C(=O)CCl)cc1
.	-12%	.	-1%	.	.	2%&0%	.	-3%&2%	CCCCNC(=O)[C@@H]1CC=C[C@@H]2CCN(Cc3ccc(Cl)c(Cl)c3)C(=O)[C@@H]21
.	2%	-3%	-6%	-2%	-4%	8%	-3%	-5%	CCCCNC(=O)CN1C(=O)NC2NC(=O)NC21 (stereo not drawn)
-5	1%	-8%	-2%	.	.	11%	.	-3%	COc1cc(NC(=O)CN2C(=O)C(C)N(c3ccc(C)cc3)C2=O)cc(OC)c1 (stereo not drawn)
-5	13%	6%	1%	-1%	-6%	21%	0%	-8%	Cn1ncc(C#N)c1NC(=O)C1CC(c2ccc(Cl)c(Cl)c2)=NO1 (stereo not drawn)
.	-5%	.	-4%	1%	?	18%	7%	2%	CCc1ccc(NC(=O)c2cnn(-c3c(C)cccc3C)c2C2CCNCC2)cc1
0	-1%	25%	-6%	.	.	18%	.	14%	Cc1cc(C)cc(-c2nnc(SCC(=O)NC3CC3)o2)c1
.	5%	.	-16%	-2%	13%	3%	-6%	2%	O=C(CN1C(=O)CC(c2ccccc2)Sc2ccccc21)Nc1cccc(Cl)c1 (stereo not drawn)
-5	-8%	35µM*	-4%	2%	-12%	13%	-7%	-19%	CN=c1scc(-c2ccccc2F)n1/N=C/c1ccc[nH]1
-12	9%	-3%	-11%	10%	-10%	-5%	-1%	-17%	CN1CCN(C(=O)/C(=C\c2cccs2)NC(=O)c2cccs2)CC1
-22	-1%	-4%	-8%	-10%	-17%	65%[activator]	-1%	-15%	COc1ccc(Cl)cc1NC(=O)CNc1ccccc1CN(C)C1CCCCC1
.	.	3%&-5%	.	.	3%	.	74%&-2%[activator]	?	CC/C=C\C/C=C\C/C=C\C/C=C\C/C=C\CCCC(=O)O
-14	i	-3%	-17%	9%	-22%	60%[activator]	-10%	-5%	C=CCN(C(=O)c1cccc(N2C(=O)C3CC=CC(C)C3C2=O)c1)c1ccccc1 (stereo not drawn)
4	i	9%	-1%	-2%	-2%	-11%	4%	7%	O=C(Cn1nnc2ccccc2c1=O)NCCc1ccc(Cl)cc1Cl
-3	i	-2%	-10%	?	?	?	-6%	6%	O=C1C(Nc2ccccc2)=C(N2CCCCC2)C(=O)c2ccccc21
7	-3%	7%	9%	23%	-11%	22%	-4%	-5%	COc1cc(C(=O)Nc2cccnc2)cc(OC)c1OC
1	i	53%	-12%	-21%	-14%	-14%	-4%	2%	Cc1cc(/C=C(\C#N)C(=O)N2CCCCC2)cc(C)c1O
?	-6%	-5%	?	0%	-16%	?	-5%	-13%	COc1cc(/C=C2/C(=N)N3N=C(C(C)C)SC3=NC2=O)ccc1OS(=O)(=O)c1ccccc1
6	i	6%	8%	21%	-12%	94%[activator]	-2%	12%	O=C(CSCc1c(F)cccc1Cl)Nc1cccnc1
2	i	0%	-9%	0%	-18%	4%	-3%	10%	O=C(CN(CCO)c1ccccc1)Nc1cccc(S(=O)(=O)N2CCCC2)c1
10	.	7%	-1%	6%	0%	-18%	-6%	-8%	COc1cc2ncnc(NCc3cccc(F)c3F)c2cc1OC
6	.	-1%	-13%	38%	-14%	-17%	6%	-6%	OC(COc1ccc2ccccc2c1)CN1CCCC1 (stereo not drawn)
7	28µM*	7%	22µM*	-1%	5%	?	7%	79µM*	COCCN1C(=O)c2oc3ccccc3c(=O)c2C1c1ccc(OC)c(OC)c1 (stereo not drawn)
-1	-1%	-7%	-12%	27%	-6%	-3%	-3%	1%	O=C(COC(=O)/C=C/c1ccc(Br)o1)NCCCN1CCCC1=O
?	-6%	-2%	-2%	14µM*	-16%	50µM*	-30%	?	O=S(=O)(Cc1noc(-c2ccc(Cl)cc2)n1)Cc1ccco1
4	i	2%	-10%	1%	-24%	1%	-8%	-7%	COc1cc2c(=O)n(CC3CCCO3)c(=O)n(CC(=O)Nc3cccc(Cl)c3)c2cc1OC (stereo not drawn)
-3	-3%	22%	-13%	.	.	109%[activator]	.	0%	Cc1ccc(CSCC(=O)N(C)CC(=O)Nc2ccccc2C(F)(F)F)cc1
-5	-10%	3%	-4%	0%	?	51%[activator]	-5%	3%	CCc1ccccc1NC(=S)N(Cc1cccc(C)c1)c1cccnc1
10&-9	2%	-17%	9%&-6%	18%&13%	-5%&-15%	2%&-10%	-8%&-10%	-11%&-4%	O=C(c1cc(-c2cccc(Cl)c2)on1)N1CCN(c2ccccc2)CC1
2	-6%	-19%	-6%	-29%	-2%	33%	-4%	10%	Cc1ccc2c(NC(=O)c3ccco3)cccc2n1
9	-1%	-3%	-7%	0%	-14%	21%	-11%	7%	O=C(Cn1c2[n+](c3ccc(C(F)(F)F)cc31)CCCCC2)c1ccc2c(c1)OCCO2
3	-3%	-8%	3%	.	.	6%	.	-5%	O=C(COC(=O)CNC(=O)c1ccc(Cl)cc1)NC1CCCCCC1
.	-1%	-2%	-8%	15%	?	-19%	2%	-9%	Cc1oc(-c2ccccc2Cl)nc1CSCC(=O)O
15	-7%	9%	-12%	87%	27%	53%[activator]	-1%	-7%	COc1cc(-c2cc(-c3ccc(N)cc3)[nH]c(=O)c2C#N)cc(OC)c1OC
0	-12%	-9%	3%	34%	-2%	32%[activator]	1%	-6%	CCNC(=O)NC(=O)C(C)Sc1nc2ccccc2c(=O)n1-c1cccnc1 (stereo not drawn)
22	1%	1%	-12%	3%	2%	0%	-2%	-20%	O=C(COC(=O)C1CC1)Nc1ccc(N=Nc2ccccc2)cc1
1	0%	.	-1%	.	.	-13%	.	-6%	CCSc1nnc(NC(=O)CCC2CCCCC2)s1
-3	-3%	?	-13%	32%	?	3%	0%	-9%	N#CCCN1CCN(S(=O)(=O)c2ccc3c(c2)OCCCO3)CC1
-10	-5%	29%	0%	9%	1%	8%	0%	-1%	CC(C)c1cccc(C(C)C)c1NC(=O)CN1C(=O)NC2(CCCC2)C1=O
-12	1%	-2%	-6%	1%	-11%	273%[activator]	-9%	-19%	Nc1ccc(-c2cnc[nH]2)cc1[N+](=O)[O-]
2	-7%	4%	0%	19%	-10%	?	-2%	-9%	COc1ccc(N(CC(=O)NC2CCCCC2)C(=O)CNC(=O)c2ccco2)cc1
-9	-9%	8%	-18%	10%	12%	0%	0%	-19%	Cc1cc(S(=O)(=O)NCCN2CCOCC2)c(C)s1

A second format for 2 compounds above:
structure,RXFP1 antag,PGK inhibitor,APEX1 inh,Pol eta inh,POLB inh,Anesthetic bind,Pol iota inh,BLM inh,Pol kappa inh
O=C(CSCc1c(F)cccc1Cl)Nc1cccnc1,6,i,6%,8%,21%,-12%,94%[activator],-2%,12%
O=C(CN(CCO)c1ccccc1)Nc1cccc(S(=O)(=O)N2CCCC2)c1,2,i,0%,-9%,0%,-18%,4%,-3%,10%
